RNase H inhibition – RNase H inhibition, HIV 1 Gag Pol polyprotein, FRET biochemical assay, screening (AID 372). 100,000 compounds, 0.77% hits. inhibition, % at 10 µM; hits with a dose series show IC50 in µM. HIV-1 RT RNase H, FRET RNA/DNA substrate fluorescence; higher % means a stronger effect; in the data active = inhibition above about 50%
Numbers without * were called inactive.

Structure	RNase H inhibition
Cc1c(C)c(C)c(C(=O)Nc2cc(C(=O)Nc3ccccc3)ccc2Cl)c(C)c1C	10%
O=C(O)CCC(C(=O)O)n1c(O)c(C2=c3ccccc3=NC2=O)sc1=S (configuration not stated)	8%
CCOC(=O)c1ccc2nc(C)c(CC)c(Cl)c2c1	0%
Cc1oc2ccc(OCC(=O)c3ccccc3)cc2c1C(=O)OC(C)C	0%
Cc1cccc(OCC(=O)NCc2ccncc2)c1	1%
CCc1ccccc1NC(=O)CN(c1ccc(C)cc1)S(C)(=O)=O	0%
O=C1c2ccc(Oc3ccc([N+](=O)[O-])cc3)cc2C(=O)N1c1ccc(Cl)cn1	6%
Cc1ccc(N2C(=O)NC(=O)/C(=C\c3cc(Cl)c(O)c(Cl)c3)C2=O)cc1	1%
CCOC(=O)c1c(NC(=O)c2ccc(S(=O)(=O)N3CCOCC3)cc2)sc2c1CCC2	6%
Cc1cc(NC(=O)c2ccc(F)cc2)ccc1NC(=O)c1ccccc1	0%
CCOC(=O)c1c(NC(=O)c2cc([N+](=O)[O-])cc([N+](=O)[O-])c2)sc2c1CCN(C(=O)OCC)C2	8%
Cc1ccc(C(=O)NC(=S)Nc2ccc(Cl)c(Cl)c2)cc1C	12%

Structure	RNase H inhibition
CCOc1ccc(C(NC=O)c2ccc(OC)cc2)cc1 (configuration not stated)	1%
COc1cc(C(O)c2nccn2C)cc(OC)c1OC (configuration not stated)	11%
C=CCN1C(=O)/C(=C\c2cc(Cc3ccccc3Cl)ccc2O)SC1=S	33%
CCOC(=O)C(Cc1ccccc1)C(=O)Nc1ccc(NC(=O)C(Cc2ccccc2)C(=O)OCC)cc1 (configuration not stated)	2%
COCCOC(=O)c1c(C)oc2ccc(NS(=O)(=O)c3ccc(C)cc3)cc12	15%
COC(=O)c1cccc(-n2c(C)cc(/C=C(/C#N)C(=O)NCc3ccccc3)c2C)c1	17%
Cc1oc(C)c2c(=O)cc(-c3ccc(O)cc3)cc(O)c12	8%
O=S(=O)(Nc1ccc(-c2ccc(NS(=O)(=O)c3ccc(Cl)cc3)cc2)cc1)c1ccc(Cl)cc1	8%
Cc1ccc(NC2CC(C)N(C(=O)c3ccc(F)cc3)c3ccc(C)cc32)cc1 (configuration not stated)	19%
O=C(NCc1ccc2c(c1)OCO2)C(=O)Nc1ccccc1	0%
Cc1ccnc(NC(=O)C(C(F)(F)F)C(F)(F)F)c1	10%
CCOc1cccc(OCCOc2cc(Cl)ccc2Cl)c1	15%

Structure	RNase H inhibition
COc1ccc(NC(=O)c2ccc(NC(=O)C(C)(C)C)cc2)cc1	0%
CC(=O)NC(c1ccc(Cl)cc1)c1ccc2cccnc2c1O (configuration not stated)	1%
CC(C)=CC1C=C(C)C(C)C2C(=O)NNC(=O)C12 (configuration not stated)	2%
CN(C)c1ccc(/C=C2/C(=O)ON=C2c2ccccc2)cc1Br	5%
CCOC(=O)c1c(NC(=O)c2cccc([N+](=O)[O-])c2)sc2c1CCC(CC)C2 (configuration not stated)	0%
O=C(NN1CCOCC1)c1ccc(-c2ccccc2)cc1	9%
N#Cc1ccc(N=Cc2cc([N+](=O)[O-])ccc2Cl)cc1	19%
O=C(Nc1ccc2nn(-c3ccc(F)cc3)nc2c1)c1ccc(F)cc1	42%
O=c1[nH]c2ccccc2nc1/C=C(\O)c1cccs1	4%
O=C(c1cccnc1)N1CCN(C(=O)c2ccco2)CC1	0%
O=C(COc1ccc(Cl)cc1Cl)Nc1ccccc1F	27%
O=C1NC(=O)N(C2CCCCC2)C(=O)/C1=C\c1ccc(F)cc1	0%

Structure	RNase H inhibition
C=CCN=C1CC(C)(C)CC(=O)/C1=C(/O)CCC	0%
CCC1CCc2c(sc(NC(=O)c3cc(-c4ccc(OC)cc4OC)nc4ccccc34)c2C(=O)OC)C1 (configuration not stated)	22%
Cc1nc2ccccc2n1CC(O)COCc1ccccc1 (configuration not stated)	5%
COc1ccccc1NC(=O)C(=O)N/N=C/c1ccc(Cl)cc1Cl	7%
CCCCN(C)Cc1c(C)[nH]c2c(Cl)cccc2c1=O	5%
COCCCNC(=O)CN(c1cc(OC)ccc1OC)S(C)(=O)=O	14%
O=C1OC(c2ccccc2)=N/C1=C\c1ccc(F)c(Br)c1	16%
O=c1c2c(nc(SCCc3ccccc3)n1CCc1ccccc1)-c1ccccc1CC21CCCCC1	5%
COc1cccc(OC)c1OCCOc1cccc(Cl)c1Cl	23%
CC1(C)Cc2c(sc3ncn4nc(COc5ccc(Cl)cc5)nc4c23)C(C)(C)N1	9%
CCOc1ccc(N(CC(=O)N2CCCC2)S(=O)(=O)c2ccc(SC)cc2)cc1	3%
O=C(Nc1ccc(Cl)c([N+](=O)[O-])c1)c1ccc(-c2ccc(Cl)c(Cl)c2)o1	7%

Reprinted at random: 3 entries already listed, in no set order.
Structure	RNase H inhibition
Cc1nc2ccccc2n1CC(O)COCc1ccccc1 (configuration not stated)	5%
CCOc1ccc(N(CC(=O)N2CCCC2)S(=O)(=O)c2ccc(SC)cc2)cc1	3%
COc1cccc(OC)c1OCCOc1cccc(Cl)c1Cl	23%

Following part.
Structure	RNase H inhibition
COc1cc(C=O)ccc1OC(=O)c1ccccc1Cl	9%
CCC(Oc1ccccc1)C(=O)Nc1ccc(F)c([N+](=O)[O-])c1 (configuration not stated)	10%
Cc1ccc(N2C(=O)NC(=O)/C(=C\c3cccn3-c3ccccc3)C2=O)cc1C	32%
Cc1ccc(Cl)cc1NC(=O)CSc1nnc(SCC(=O)Nc2cc(Cl)ccc2C)s1	20%
COC(=O)C1=C(C)NC(C)=C(C(=O)OC)C1c1ccc(OC)c([N+](=O)[O-])c1	0%
c1ccc(-c2ccc(Oc3cc(-n4cccn4)ncn3)cc2)cc1	11%
COc1ccc(/C=C/C(=O)Nc2nc(-c3ccccc3)cs2)cc1S(=O)(=O)N1CCCCC1	18%
Cc1ccc(C(=O)N(C(=O)c2ccc(C)c(C)c2)c2ccccn2)cc1C	10%
Cc1ccc(-c2csc(/C(C#N)=C\Nc3ccccc3)n2)cc1	7%
O=C(c1cccc(F)c1)N1CCN(Cc2cccc3ccccc23)CC1	11%
Cc1ccc(OCC(=O)N2CCN(c3ccc([N+](=O)[O-])cc3)CC2)cc1	5%
c1ccc(OCCCCCCN2CCCCC2)cc1	6%

Structure	RNase H inhibition
O=C(N/N=C/c1c(Cl)cccc1Cl)c1cc(Br)ccc1O	2%
O=C1c2cccc3cccc(c23)C(=O)N1/N=C/c1ccc(Cl)cc1	2%
CCCCCN1C(=O)/C(=C2\SC(=S)NC2=O)c2ccccc21	5%
CC1(C)CC(=O)C2=C(C1)Nc1ccccc1NC2c1ccc(OCc2ccccc2)cc1 (configuration not stated)	16%
O=C(Nc1ccc(Oc2ccc(Cl)cc2)cc1)c1ccccc1[N+](=O)[O-]	19%
CCCC1COC(c2ccc(C#N)cc2)OC1 (configuration not stated)	6%
O=C(Nn1cnnc1)c1cccc(Cl)c1	15%
Cc1ccc(S(=O)(=O)N(CC(=O)N2CCOCC2)c2ccc(Cl)cc2C)cc1	12%
O=C(COc1ccc([N+](=O)[O-])cc1)Nc1cccc2nsnc12	12%
CCOC(=O)C1=C(N)Oc2cc(O)ccc2C1c1ccccc1 (configuration not stated)	19%
O=C(NCCO)/C(=C/c1cccc([N+](=O)[O-])c1)NC(=O)c1ccc(Br)o1	8%
CC(C)(C#N)N([O-])C=C[N+](=O)C(C)(C)C#N	1%

Structure	RNase H inhibition
O=S(=O)(NOCc1ccccc1)c1ccccc1	0%
Cc1ccc2nc3c(N)c(Cl)cc4c3c(c2c1)-c1ccccc1C4=O	56%*
O=C(Oc1ccc(Br)c2ccccc12)N1CCCCC1	20%
CCOC(=O)c1ccc(NC(=O)CN(c2ccc(OC)c(OC)c2)S(=O)(=O)c2ccccc2)cc1	17%
CCCCNCCCCCOc1ccc(C)cc1C	13%
COc1ccc(NC(NC(=O)c2ccc(Cl)cc2)C(Cl)(Cl)Cl)cc1[N+](=O)[O-] (configuration not stated)	4%
Cc1cc(Cl)cc(Cl)c1OCC(=O)Nc1ccc(N2CCCCC2)cc1	9%
OCCCn1c(-c2ccc(F)cc2)nc(=S)c2c1CCCC2	6%
CCOC(=O)C1=C(C)N=c2s/c(=C\c3ccccc3)c(=O)n2C1/C=C/c1ccccc1 (configuration not stated)	11%
O=[N+]([O-])c1ccc(Cl)c(C=Nn2c(-c3ccc(Cl)cc3Cl)n[nH]c2=S)c1	16%
N#CC1=C(N)Oc2cc(N)ccc2C1c1ccc(OCc2ccccc2)cc1 (configuration not stated)	46%
O=C1NCC(COc2ccc([N+](=O)[O-])cc2)O1 (configuration not stated)	4%

Structures shown so far containing bromine, in the order listed:
Structure	RNase H inhibition
CN(C)c1ccc(/C=C2/C(=O)ON=C2c2ccccc2)cc1Br	5%
O=C1OC(c2ccccc2)=N/C1=C\c1ccc(F)c(Br)c1	16%
O=C(N/N=C/c1c(Cl)cccc1Cl)c1cc(Br)ccc1O	2%
O=C(NCCO)/C(=C/c1cccc([N+](=O)[O-])c1)NC(=O)c1ccc(Br)o1	8%
O=C(Oc1ccc(Br)c2ccccc12)N1CCCCC1	20%

Next part.
Structure	RNase H inhibition
O=C(O)c1cc(NC(=O)c2ccccc2[N+](=O)[O-])cc(C(=O)O)c1	0%
CCOC(=O)C1=C(C)N(C)C(=O)NC1c1ccc(OC)c(OC)c1OC (configuration not stated)	0%
CC1(C)CC(=O)C2=C(C1)OC1=C(C(=O)CC(C)(C)C1)C2c1ccc(-c2ccc(Cl)cc2)o1	5%
Cc1ccc(/C=N/NC(=O)c2ccc(C)cc2)cc1	2%
Nc1c(C(=O)c2ccc(Br)cc2)sc2nc3c(cc12)CCCC3	18%
O=C(N/N=C/c1cc(Cl)ccc1O)c1cc2ccccc2cc1O	14%
Cc1ccc2c(c1)NC(c1ccc(Cl)cc1Cl)C1=C(CC(C)(C)CC1=O)N2 (configuration not stated)	21%
CS(=O)(=O)N(CC(=O)NCCSc1ccccn1)c1cccc(Br)c1	4%
CCNC(=O)CC1Sc2ccccc2NC1=O (configuration not stated)	11%
CCOc1ccc(C(=O)Nc2cc(-c3nc4ccccc4o3)ccc2C)cc1Br	32%
COc1cccc(NC(=O)C(=O)N/N=C/c2ccccc2F)c1	7%
CCN(CC)CC(O)COc1ccccc1 (configuration not stated)	4%

Structure	RNase H inhibition
O=C(N/N=C/c1ccc(O)cc1O)c1ccc([N+](=O)[O-])cc1	32%
CCCCOC(=O)CNc1nnc(SCC(=O)OCC)[nH]c1=O	6%
Cc1c(C)c2ccc(OCC(=O)c3ccc(-c4ccccc4)cc3)cc2oc1=O	0%
O=C(Cc1ccc(F)cc1)Nc1nccs1	10%
CCOC(=O)C1=C(C)N=c2s/c(=C/c3ccc(OC)cc3)c(=O)n2C1c1sccc1C (configuration not stated)	20%
CCc1ccc(N2C(=O)NC(=O)/C(=C\c3cc(Cl)c(O)c(Cl)c3)C2=O)cc1	7%
CC1=C(C(=O)OCCc2ccccc2)C(c2cccc(Br)c2)C2=C(CC(c3ccccc3)CC2=O)N1 (configuration not stated)	14%
CCc1nn(-c2ccccc2)c2nc(-c3ccc(OC)c(OC)c3)c3cc(OC)c(OC)cc3c12	8%
CC(=O)C1=C(C)NC(SCC(=O)c2ccc(-c3ccccc3)cc2)=C(C#N)C1c1ccc(Cl)cc1 (configuration not stated)	19%
COc1ccc(N2C(=O)C(=O)/C(=C(\O)c3ccc([N+](=O)[O-])cc3)C2c2ccc(Br)cc2)cc1 (configuration not stated)	4%
Cc1ccc(N2C(=O)NC(=O)/C(=C/C=C/c3ccc(N(C)C)cc3)C2=O)cc1	7%
COc1ccc2ccccc2c1C=Nc1ccc(Br)cc1	3%

Structure	RNase H inhibition
CCOc1ccc(-c2cc(C(=O)N/N=C/c3ccccn3)[nH]n2)cc1	3%
CCOc1ccc(/C=C(/C#N)C(=O)Nc2ccc(O)cc2)cc1OC	3%
CC(C)(C)c1csc(NC(=O)c2c(F)c(F)c(F)c(F)c2F)n1	10%
O=C1c2ccccc2C(=O)N1CCCSc1nc2ccccc2o1	4%
COc1ccccc1NS(=O)(=O)c1cccc2c1C(=O)c1ccccc1C2=O	15%
COc1ccc(N(CC(=O)NCc2ccc(Cl)cc2)S(C)(=O)=O)c(OC)c1	3%
COc1cc(/C=c2\sc3nc4ccccc4n3c2=O)cc(Cl)c1OCc1cccc2ccccc12	14%
Cc1n[nH]c(C)c1Sc1ccccc1N=Cc1cc(Cl)ccc1O	28%
Cc1ccc(C(c2ccc(C)o2)c2ccccc2C(=O)O)o1	0%
O=C(/C=C/c1ccccc1)NCC(=O)N/N=C/c1cccs1	0%
CCOc1cccc2sc(NC(=O)c3ccc(Br)cc3)nc12	29%
COc1ccc(NS(=O)(=O)c2ccccc2)cc1OC	7%

Structure	RNase H inhibition
O=C(CNC(=O)c1ccccc1)N/N=C/C=C/c1ccccc1	5%
Cc1ccc(OCC(=O)Nc2ccc(C)c(Cl)c2)c(Br)c1	11%
COC(=O)c1cc(N2C(=O)C3C4C=CC(C5CC45)C3C2=O)ccc1Cl (configuration not stated)	0%
O=C(Nc1ccc(OC(F)(F)F)cc1)c1ccc(-c2cccc(Cl)c2)o1	12%
CCOC(=O)N1CCN(C(=O)CCN2C(=O)/C(=C/c3ccc4c(c3)OCO4)SC2=S)CC1	5%
CCOC(=O)c1c(NC(=O)CC2Sc3ccc(C(F)(F)F)cc3NC2=O)sc2c1CCCC2 (configuration not stated)	0%
O=C(Nc1ccc(Br)cc1C(=O)O)c1cccc(N2C(=O)c3ccccc3C2=O)c1	6%

Screens from PubChem BioAssay.

A portion of the library; the hit share may differ from the screen's.
